hIAP inh = blocks human intestinal alkaline phosphatase | purified IAP, CDP-Star luminescence, 30 min | P09923 | hit rate 0.12% among 330,000 | inhibition, % at 10 µM | AID 2544;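 active = inhibition reaching a set limit with compound at 10 µM in the primary screen, cut at about 35% in these data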;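 note: plate controls were DMSO wells with enzyme for no effect and no-enzyme buffer wells for full effect; values of inactives mirror those of a sister screen read the other way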
Target sequence (P09923 whole entry, looked up): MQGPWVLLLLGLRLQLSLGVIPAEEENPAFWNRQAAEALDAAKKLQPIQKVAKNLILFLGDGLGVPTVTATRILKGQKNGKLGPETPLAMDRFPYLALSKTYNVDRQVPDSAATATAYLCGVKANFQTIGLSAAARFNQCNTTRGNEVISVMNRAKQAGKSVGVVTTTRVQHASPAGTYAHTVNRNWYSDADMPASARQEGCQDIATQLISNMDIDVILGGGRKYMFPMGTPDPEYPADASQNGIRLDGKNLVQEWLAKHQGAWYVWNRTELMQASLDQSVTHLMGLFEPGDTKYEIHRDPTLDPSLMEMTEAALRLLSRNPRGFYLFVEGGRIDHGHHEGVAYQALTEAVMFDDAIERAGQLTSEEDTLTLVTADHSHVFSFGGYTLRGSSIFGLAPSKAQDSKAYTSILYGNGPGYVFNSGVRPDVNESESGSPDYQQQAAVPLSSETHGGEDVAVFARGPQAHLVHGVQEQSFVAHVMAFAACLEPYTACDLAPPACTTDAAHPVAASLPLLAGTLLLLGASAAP
mIAP block = blocks mouse intestinal alkaline phosphatase. hit rate 0.2% among 330,000. inhibition, % at 10 µM. purified mouse IAP, CDP-Star luminescence, 30 min. AID 2806;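 active = inhibition of at least 40% at 10 µM in the primary screen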;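 note: plate controls were DMSO with enzyme for no effect and no enzyme wells for full effect; values of inactives mirror those of a sister screen read the other way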
MPTP inh = inhibitors of mitochondrial permeability transition pore; hit rate 1.4% among 360,000; inhibition, % at 10 µM; isolated mouse mitochondria, Ca2+ swelling absorbance, 30 min;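 active = inhibition of 50% or more, scaled per plate between neutral and stimulator controls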;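 note: 0% = DMSO wells given calcium and 100% = 1 mM EGTA wells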
A3A deaminase = blocks human APOBEC3A ssDNA deamination; hit rate 0.41% among 330,000; AID 493011; inhibition, % at 20 µM; recombinant A3A, FAM/TAMRA ssDNA deamination fluorescence; P31941;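 active = at least 40% inhibition at 20 µM here, with at most 30% in a related deaminase screen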;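 note: plate controls were A3A with DMSO for no effect and wells lacking A3A enzyme for full effect; some results filed as inactive read as strong as hits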
Target sequence (P31941 whole entry, looked up): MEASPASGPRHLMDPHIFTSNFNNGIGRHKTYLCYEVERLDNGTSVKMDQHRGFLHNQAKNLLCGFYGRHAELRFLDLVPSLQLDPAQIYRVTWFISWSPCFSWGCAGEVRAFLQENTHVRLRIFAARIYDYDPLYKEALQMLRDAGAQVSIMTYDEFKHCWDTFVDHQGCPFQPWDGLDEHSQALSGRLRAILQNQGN
mIAP act = increases mouse intestinal alkaline phosphatase activity | activation factor at 10 µM | muIAP, CDP-Star luminescence, 30 min; active compounds read high; 1 = vehicle-only enzyme signal, 0 = enzyme-free wells | AID 2805 | hit rate 0.24% among 330,000;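 active = activation factor of at least 2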; note: the source names both 10 and 20 µM as test concentration; values of inactives mirror those of a sister screen read the other way
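also added = chemiluminescent substrate CDP-Star | test system = mouse IAP enzyme | signal = chemiluminescence readout | compound = DMSO-dissolved test compounds | incubation = 30 min at room temperature | benchmarks = DMSO wells, no-enzyme wells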
A3G deaminase = inhibitors of human APOBEC3G DNA deaminase | hit rate 0.28% among 330,000 | inhibition, % at 20 µM | recombinant A3G, ssDNA deamination FAM/TAMRA fluorescence | Q9HC16;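 active = inhibition of at least 40% at 20 µM, with no more than 30% in the related APOBEC3A deaminase screen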;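 note: plate controls were DMSO wells with A3G for no effect and wells lacking A3G enzyme for full effect; some compounds called inactive have numbers as strong as hits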
Target sequence (Q9HC16 whole entry, looked up): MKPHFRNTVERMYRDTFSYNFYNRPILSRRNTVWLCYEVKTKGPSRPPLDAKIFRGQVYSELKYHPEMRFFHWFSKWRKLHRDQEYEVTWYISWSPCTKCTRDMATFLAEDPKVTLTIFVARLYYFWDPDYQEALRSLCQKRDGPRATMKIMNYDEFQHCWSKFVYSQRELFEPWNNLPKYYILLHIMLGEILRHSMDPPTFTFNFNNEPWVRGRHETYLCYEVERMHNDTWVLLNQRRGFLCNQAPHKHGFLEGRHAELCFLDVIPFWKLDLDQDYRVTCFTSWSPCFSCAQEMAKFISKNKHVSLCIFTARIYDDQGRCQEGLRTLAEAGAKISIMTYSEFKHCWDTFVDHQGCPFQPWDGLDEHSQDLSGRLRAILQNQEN
MIN6 prolif = MIN6 beta-cell proliferation induction. hit rate 0.29% among 330,000. proliferation, % at 10 µM. MIN6 cells proliferation, ATPlite luminescence, 48 h; cells starved in 0.2% serum; 100% = growth in 10% serum;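 active = compounds whose signal lies at least 3.5 SD above the mean of all wells on their plate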;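 note: 0% = DMSO-treated cells in low-serum medium and 100% = 10% serum control; some compounds called inactive have numbers as strong as hits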
hIAP activ = human IAP activation; purified human IAP, CDP-Star luminescence, 30 min; active compounds read high; 1 = vehicle-only enzyme, 0 = enzyme-free background; activation factor at 10 µM; hit rate 0.16% among 330,000;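 active = activation factor of the enzyme at least 2-fold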; note: the source names both 10 and 20 µM as test concentration; values of inactives mirror those of a sister screen read the other way
NR3A LBD binder = NR3A (human) ligand-binding domain modulation | hit rate 2.5% among 340,000 | Tm shift relative to glycine control, % at 25 µM | NR3A LBD differential scanning fluorimetry, Tm shift; 0% = protein alone, 100% = glycine-bound protein;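 active = melting temperature shift of at least 10% of the positive control shift, at one fixed dose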
* marks the source's active call; other numbers are inactive results; x = not tested or not shown. Outcome played no part in choosing rows (roughly 5% active in at least one column).

SMILES	hIAP inh	mIAP block	MPTP inh	A3A deaminase	mIAP act	A3G deaminase	MIN6 prolif	hIAP activ	NR3A LBD binder
COc1cccc(-c2c(C(=O)N/N=C(\C)COc3ccccc3)nnn2-c2nonc2N)c1	-28	8	0.8	-7	0.92	-9	4	1.3	-1
COc1ccc(S(=O)(=O)NCC(=O)N(CC(=O)NCC2CCCO2)Cc2ccc(F)cc2)cc1 (stereo unspecified)	-19	0	0.3	-3	1	-4	-2	1.2	0
Cc1cc(Cl)ccc1OC(C)C(=O)Nc1ccc(S(=O)(=O)Nc2cnc3ccccc3n2)cc1 (stereo unspecified)	13	11	0.9	-2	0.89	-1	-4	0.87	14*
COCC(=O)Nc1nnc(CCc2ccccc2)s1	4	-4	0.2	3	1	-2	1	0.96	-1
CN(Cc1ccccc1)c1nc2c(c(=O)n(C)c(=O)n2C)n1CCCc1ccccc1	-7	-1	0.0	-5	1	-6	-4	1.1	1
C[C@H](CO)N1C[C@H](C)[C@@H](CN(C)Cc2ccc(C(=O)O)cc2)Oc2c(NS(=O)(=O)c3ccc(F)cc3)cccc2C1=O	19	1	-1.2	-2	0.99	-3	-3	0.81	1
CC(NC(=O)CN(C)Cc1cccs1)c1ccccc1 (stereo unspecified)	-40	-2	0.3	-2	1	-6	-2	1.4	3
O=C(NC1CCCCC1)C1CCCN1S(=O)(=O)c1ccc(Cl)cc1 (stereo unspecified)	3	-2	0.8	1	1	4	1	0.97	-1
Cc1ccc(C(=O)NCCS(=O)(=O)N2CCN(c3ccccc3F)CC2)cc1[N+](=O)[O-]	-7	-7	0.3	-3	1.1	-6	-5	1.1	-5
Cc1[nH]c(=O)[nH]c(=O)c1S(=O)(=O)N1CCCC(C(=O)N2CCN(c3ccccc3Cl)CC2)C1 (stereo unspecified)	1	7	-0.6	-3	0.93	4	-4	0.99	0
COc1ccc(-n2c(COc3cccc(C)c3)nnc2SCC(=O)O)cc1	-4	3	0.1	-3	0.97	-4	-3	1	-1
Cc1ccc(C)c(N(CC(=O)NCCC2=CCCCC2)S(C)(=O)=O)c1	17	-1	1.9	-2	1	0	-3	0.83	-2
O=C(NC1CCCCC1)c1sc(=S)n2c1[nH]c(=O)c1ccccc12	-6	10	90*	-6	0.9	-1	-6	1.1	1
O=C(N/N=C/c1cc(Cl)ccc1O)c1cccnc1	-98	-2	-0.2	0	1	-5	-3	2	-1
COc1ccc(C(O)P(=O)(OCCC(C)C)c2ccc(N(C)C)cc2)cc1OC (stereo unspecified)	1	-7	-2.1	-1	1.1	-9	-2	0.99	0
CCOC(=O)c1sc2c(c1C)c(=O)n(Cc1ccccc1)c(=O)n2CCN(C)C	4	1	1.5	-2	0.99	-6	-2	0.96	-1
CC(NC(=O)c1cccc(S(=O)(=O)N2CCN(C)CC2)c1)c1ccc(Cl)cc1Cl (stereo unspecified)	-8	3	4.4	11	0.97	-7	-3	1.1	3
Cc1cc(=O)n(Cc2ccccc2)c(O)c1C#N	-7	-5	0.0	-8	1.1	4	-3	1.1	-2
COCCCNC(=S)NNC(=O)c1ccccc1Br	-54	7	-1.1	-4	0.93	2	1	1.5	-1
CCOc1ccccc1NC(=O)c1oc2ccccc2c1NC(=O)C1CC1	9	4	0.3	-4	0.96	-7	2	0.91	1
NC(=O)C1=C[C@@H](c2ccc(Br)cc2)C[C@@H](OCc2ccc(CO)cc2)O1	17	2	-0.5	-4	0.98	-11	-2	0.83	1
O=C(Nc1ccc(Cl)c(Cl)c1)OCCNC(=O)c1cccc(Cl)c1	-15	-11	28	-8	1.1	-7	-4	1.1	13*
CCc1cc(OCCN2C(=O)NC(C)(C)C2=O)ccc1Cl	0	-2	0.8	0	1	-6	-1	1	3
Cc1c(C)c2ccc(OCC(=O)N[C@@H](Cc3c[nH]c4ccccc34)C(=O)O)cc2oc1=O	20	11	-0.1	-2	0.89	-4	-1	0.8	-1
CCn1c(SCc2nc3ccccc3[nH]2)nnc1-c1ccncc1	-18	0	-2.3	4	1	-6	2	1.2	1
SMILES	hIAP inh	mIAP block	MPTP inh	A3A deaminase	mIAP act	A3G deaminase	MIN6 prolif	hIAP activ	NR3A LBD binder
COCCCNC(=S)N1CCC(C(=O)c2ccc(Cl)cc2)CC1	4	5	-0.1	-8	0.95	-10	-1	0.96	0
CC(=O)c1sc(NC(=O)c2ccccc2C)nc1C	9	0	-0.2	0	1	-4	-1	0.91	-1
CC(C)(Oc1ccc(Cl)cc1)C(=O)NCc1ccc(S(N)(=O)=O)cc1	-10	-25	1.4	12	1.2	8	0	1.1	-1
CCOC(=O)C1CCCN(C(=O)CS(=O)(=O)Cc2ccccc2)C1 (stereo unspecified)	12	3	-0.6	2	0.97	-2	-1	0.88	-2
O=C(CSc1nnc(-c2cccnc2)n1Cc1ccco1)c1ccccc1	-14	-8	0.6	-1	1.1	-9	0	1.1	5
Cc1nc(SCC(=O)c2cccs2)c2oc3ccccc3c2n1	-2	-3	4.9	4	1	-3	-1	1	-6
O=C(CCc1nnc(Cc2cccc(C(F)(F)F)c2)o1)NCC(F)(F)F	-2	-3	1.8	-4	1	-2	-2	1	-3
COc1ccc(COC(=O)c2ccc(C)c(S(=O)(=O)N3CCOCC3)c2)cc1F	-21	2	-0.4	-2	0.98	-3	-1	1.2	1
CCO[C@H]1OC(C(N)=O)=C[C@@H](C)[C@@H]1CCCO	17	0	0.3	-4	1	-6	-4	0.83	-3
O=C(c1ccc(CS(=O)Cc2ccccc2Cl)o1)N1CCN(c2ccccn2)CC1 (stereo unspecified)	-2	-7	-1.3	0	1.1	1	0	1	-2
OCCN(Cc1ccccc1)Cc1nc(CC2CC2)no1	-8	-14	-1.3	-7	1.1	-2	2	1.1	-2
CC12CCC(C(=Nc3ccc(N=C4C(=O)C5(C)CCC4C5(C)C)cc3)C1=O)C2(C)C	9	-3	x	-11	1	-5	-1	0.91	0
CCCn1c(N)c(C(=O)CSc2nc(C)nc3sc(C)c(C)c23)c(=O)[nH]c1=O	-12	-4	2.7	1	1	-3	-1	1.1	1
O=[N+]([O-])c1ccccc1S(=O)(=O)Nc1ccc(S(=O)(=O)N2CCOCC2)cc1	9	8	-2.0	-1	0.92	-6	7	0.91	6
CC1=C(C(=O)OC2CCCCCCC2)C(c2ccc(O)cc2)NC(=O)N1 (stereo unspecified)	19	-5	0.6	21	1.1	-5	-3	0.81	-2
O=C(CSc1ccc(-c2cccnc2)nn1)Nc1ccc(Br)cc1	10	2	-0.4	0	0.98	-2	5	0.9	-5
CC(C)Cn1nc(NC(=O)c2cccs2)c2cc3ccccc3nc21	-27	-33	1.9	-5	1.3	0	-1	1.3	-4
Cc1ccccc1OCC(=O)Nc1cccc(Cl)c1C	-1	7	2.4	-3	0.93	3	-1	1	-4
CCN(CC)Cc1cc(C(=O)O)c(C)o1	-11	0	-1.5	-2	1	-9	1	1.1	1
Cc1ccc(OCCn2cc(C(=O)O)c3ccccc32)cc1	7	-11	-1.1	2	1.1	0	-4	0.93	-2
O=C(Cn1c(CCCO)nc2ccccc21)Nc1ccccc1-c1ccccc1	3	-6	-2.0	-1	1.1	-5	0	0.97	0
CN(C)c1ccc(/C=C2\SC(=O)N(CC(O)Cn3c4ccccc4c4ccccc43)C2=O)cc1 (stereo unspecified)	24	13	1.6	0	0.87	-9	-2	0.76	2
COC(=O)c1c(C(C)=O)cnc2ccc(Br)cc12	-4	-1	-0.2	2	1	-3	4	1	1
COc1cc(CNc2ccc3[nH]c(=O)[nH]c3c2)ccc1OCc1cccc(C)c1	-6	6	-0.8	-2	0.94	-5	-3	1.1	-1
COc1ccc2[nH]c3c(=O)n(Cc4ccc(C(=O)N5CCCCCC5)cc4)c(=S)[nH]c3c2c1	-7	7	-0.4	-9	0.93	-18	-1	1.1	-4
SMILES	hIAP inh	mIAP block	MPTP inh	A3A deaminase	mIAP act	A3G deaminase	MIN6 prolif	hIAP activ	NR3A LBD binder
O=C(Nc1nccs1)c1cc(Cl)nc2ccccc12	-1	9	1.5	-3	0.91	3	-1	1	-2
COc1cc(/C=C(\C#N)C(=O)Nc2cc(C(F)(F)F)ccc2Cl)ccc1OCC(=O)Nc1cccc(C(F)(F)F)c1	11	2	-2.1	-3	0.98	-5	-5	0.89	1
COc1ccc(C2C(C(N)=O)=C(C)Nc3ncnn32)cc1 (stereo unspecified)	-3	6	-0.7	-5	0.94	-10	-1	1	-1
O=C(CN(Cc1ccco1)C(=O)CNS(=O)(=O)c1ccc(Cl)cc1)NC1CCCCC1	-20	-3	1.0	-4	1	2	-1	1.2	-1
CNC(=S)N(Cc1ccc(OC)cc1)Cc1cc2ccc(C)cc2[nH]c1=O	0	5	-1.1	0	0.95	-6	-1	1	0
COc1cccc(-n2cc(CNCc3cn(C)nc3-c3ccccc3F)cn2)c1	13	-2	0.7	3	1	-13	-3	0.87	-1
CCCn1c(SCC(=O)c2c(N)n(C3CC3)c(=O)[nH]c2=O)nnc1-c1ccncc1	5	-9	0.7	3	1.1	-12	-5	0.95	1
COc1ccc(CNC(=O)CCNC(=O)N2CCn3c2nc2ccccc23)cc1	-6	5	-2.1	-4	0.95	-3	-3	1.1	-3
COc1ccc(S(=O)(=O)N2CCOC2CNC(=O)C(=O)NCCN(C)C)cc1 (stereo unspecified)	-15	-4	-2.2	-2	1	-3	2	1.2	2
COc1ccc(N2CCN(c3oc(Cc4ccccc4)nc3C#N)CC2)cc1	-13	2	4.8	-2	0.98	-4	-3	1.1	6
Cc1ccc(O)c(NC(=O)C2=CC(c3ccco3)=NS(=O)(=O)N2C)c1	24	11	1.6	-1	0.89	-2	-4	0.76	-1
c1ccc(C(c2nnnn2C2CCCC2)N2CCN(c3nc4ccccc4s3)CC2)cc1 (stereo unspecified)	5	-9	-0.9	-1	1.1	-2	-2	0.95	6
Clc1ccc(OCc2nnc3n2N=C(c2ccc4c(c2)OCCO4)CS3)c(Cl)c1	18	15	9.8	0	0.85	-4	-5	0.82	-6
COC(=O)c1cccc(NC(=S)Nc2cc(Cl)ccc2OC)c1	2	3	1.1	-1	0.97	-5	-3	0.98	-1
Cc1ccc(C)c(S(=O)(=O)Nc2ccc(C(=O)NCC(c3ccco3)N(C)C)cc2)c1 (stereo unspecified)	-8	-5	-2.4	0	1	-7	2	1.1	4
COc1ccccc1CNC(=O)c1cc(C)nn1-c1ccccc1	-14	-2	-1.3	2	1	2	0	1.1	0
O=Cc1cc(N=Nc2ccc(S(=O)(=O)O)cc2)ccc1O	9	22	3.1	7	0.78	4	-2	0.91	1
Oc1ccc(/C=N/N=C/c2ccc(O)cc2)cc1	-8	-2	-1.2	-4	1	-5	-2	1.1	9
CC(=O)NC(Cc1cc(C)ccc1C)C(=O)N1CCN(C(=O)c2ccc(Br)cc2)CC1 (stereo unspecified)	-2	2	0.8	-1	0.97	-1	1	1	0
O=C1NC(=O)C(c2ccc(Cl)cc2)N1 (stereo unspecified)	4	5	1.0	1	0.95	-7	-3	0.96	-2
COc1cccc(-c2csc(N3CCN(C(=S)Nc4cccc(C)c4)CC3)n2)c1	-4	6	1.5	-3	0.94	-8	-4	1	-1

Among those listed so far, these have a CF3 group.
SMILES	hIAP inh	mIAP block	MPTP inh	A3A deaminase	mIAP act	A3G deaminase	MIN6 prolif	hIAP activ	NR3A LBD binder
O=C(CCc1nnc(Cc2cccc(C(F)(F)F)c2)o1)NCC(F)(F)F	-2	-3	1.8	-4	1	-2	-2	1	-3
COc1cc(/C=C(\C#N)C(=O)Nc2cc(C(F)(F)F)ccc2Cl)ccc1OCC(=O)Nc1cccc(C(F)(F)F)c1	11	2	-2.1	-3	0.98	-5	-5	0.89	1

High-throughput results deposited in PubChem by Sanford-Burnham Center for Chemical Genomics.
